Assay outcomes (PubChem)
Rin1 Abl inh: inhibitors of Rin1-Abl protein binding, primary screen, biochemical, TR-FRET | inhibition, % at 7.35 µM | 360,000 compounds, 0.4% hits; in the data active means inhibition above about 5%, passing the limit was not always enough
MLLE-PAM2 inh: inhibitors of PABP1 MLLE–PAM2 peptide binding, primary screen, biochemical, fluorescence polarization, FITC-PAM2, GST-MLLE; Polyadenylate-binding protein 1 (Homo sapiens), P11940; inhibition, % at 20 µM; 360,000 compounds, 0.36% hits; in the data active means inhibition above about 35%, passing the limit was not always enough;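 further: plate controls were DMSO wells with GST-MLLE for no effect and wells lacking GST-MLLE protein for full effect; some results filed as inactive read as strong as hits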
MsrA act: bovine MsrA enzyme activators, primary screen, biochemical, absorbance, HTS; activation, % at 10.6 µM; 360,000 compounds, 0.3% hits; Methionine sulfoxide reductase A (Bos taurus); AID 602163, 2012; purified bovine MsrA, absorbance read-out; in the data active means activation above about 7.5%;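 further: 0% = vehicle and 100% = reference activator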
Neddylation inh: inhibitors of cullin neddylation, primary screen, biochemical, TR-FRET, uHTS, NAE and Ubc12; NEDD8-conjugating enzyme Ubc12 (Homo sapiens) + NEDD8-activating enzyme E1 regulatory …; calls only at 25 µM; 360,000 compounds, 0.58% hits; AID 651699, 2012; in the data active means inhibition above about 36%
MT1-MMP act inh: blockers of MT1-MMP proenzyme processing, primary screen, HT1080 RFP-PRO-GFP cells, GFP/RFP fluorescence; 360,000 compounds, 0.061% hits; GFP/RFP ratio fluorescence, overnight; percent of plate control window, DMSO zero; GFP/RFP ratio change, % at 20 µM; AID 651647, 2012; Matrix metalloproteinase-14 (Homo sapiens), P50281;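 active means GFP/RFP ratio change of at least 30% with cell ATP level not reduced by more than half and red fluorescence within 50% of control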; further: strong numbers were not always called active
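Material: RFP-PRO-GFP reporter HT1080 cells. Dosing: single-point 20 µM compound, 1% DMSO. Controls: DMSO and RFP-L50D-GFP cell wells. Timing: cells overnight before dosing, compound overnight, 37 °C, 5% CO2. Measure: GFP/RFP fluorescence ratio.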
FAS-TE inh: FAS thioesterase domain inhibitors, primary screen, biochemical, fluorescence intensity, uHTS; Fatty acid synthase (Homo sapiens), P49327; recombinant FAS-TE, OMFH fluorogenic substrate, fluorescence endpoint; inhibition, % at 15 µM; 360,000 compounds, 0.67% hits;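 active means compounds whose normalised, plate-corrected inhibition of enzyme fluorescence in the single-dose primary screen is 50% or more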;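 further: 0% = DMSO with enzyme and 100% = substrate without enzyme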
Target sequence (P49327 whole entry, looked up, the tested form may be a part): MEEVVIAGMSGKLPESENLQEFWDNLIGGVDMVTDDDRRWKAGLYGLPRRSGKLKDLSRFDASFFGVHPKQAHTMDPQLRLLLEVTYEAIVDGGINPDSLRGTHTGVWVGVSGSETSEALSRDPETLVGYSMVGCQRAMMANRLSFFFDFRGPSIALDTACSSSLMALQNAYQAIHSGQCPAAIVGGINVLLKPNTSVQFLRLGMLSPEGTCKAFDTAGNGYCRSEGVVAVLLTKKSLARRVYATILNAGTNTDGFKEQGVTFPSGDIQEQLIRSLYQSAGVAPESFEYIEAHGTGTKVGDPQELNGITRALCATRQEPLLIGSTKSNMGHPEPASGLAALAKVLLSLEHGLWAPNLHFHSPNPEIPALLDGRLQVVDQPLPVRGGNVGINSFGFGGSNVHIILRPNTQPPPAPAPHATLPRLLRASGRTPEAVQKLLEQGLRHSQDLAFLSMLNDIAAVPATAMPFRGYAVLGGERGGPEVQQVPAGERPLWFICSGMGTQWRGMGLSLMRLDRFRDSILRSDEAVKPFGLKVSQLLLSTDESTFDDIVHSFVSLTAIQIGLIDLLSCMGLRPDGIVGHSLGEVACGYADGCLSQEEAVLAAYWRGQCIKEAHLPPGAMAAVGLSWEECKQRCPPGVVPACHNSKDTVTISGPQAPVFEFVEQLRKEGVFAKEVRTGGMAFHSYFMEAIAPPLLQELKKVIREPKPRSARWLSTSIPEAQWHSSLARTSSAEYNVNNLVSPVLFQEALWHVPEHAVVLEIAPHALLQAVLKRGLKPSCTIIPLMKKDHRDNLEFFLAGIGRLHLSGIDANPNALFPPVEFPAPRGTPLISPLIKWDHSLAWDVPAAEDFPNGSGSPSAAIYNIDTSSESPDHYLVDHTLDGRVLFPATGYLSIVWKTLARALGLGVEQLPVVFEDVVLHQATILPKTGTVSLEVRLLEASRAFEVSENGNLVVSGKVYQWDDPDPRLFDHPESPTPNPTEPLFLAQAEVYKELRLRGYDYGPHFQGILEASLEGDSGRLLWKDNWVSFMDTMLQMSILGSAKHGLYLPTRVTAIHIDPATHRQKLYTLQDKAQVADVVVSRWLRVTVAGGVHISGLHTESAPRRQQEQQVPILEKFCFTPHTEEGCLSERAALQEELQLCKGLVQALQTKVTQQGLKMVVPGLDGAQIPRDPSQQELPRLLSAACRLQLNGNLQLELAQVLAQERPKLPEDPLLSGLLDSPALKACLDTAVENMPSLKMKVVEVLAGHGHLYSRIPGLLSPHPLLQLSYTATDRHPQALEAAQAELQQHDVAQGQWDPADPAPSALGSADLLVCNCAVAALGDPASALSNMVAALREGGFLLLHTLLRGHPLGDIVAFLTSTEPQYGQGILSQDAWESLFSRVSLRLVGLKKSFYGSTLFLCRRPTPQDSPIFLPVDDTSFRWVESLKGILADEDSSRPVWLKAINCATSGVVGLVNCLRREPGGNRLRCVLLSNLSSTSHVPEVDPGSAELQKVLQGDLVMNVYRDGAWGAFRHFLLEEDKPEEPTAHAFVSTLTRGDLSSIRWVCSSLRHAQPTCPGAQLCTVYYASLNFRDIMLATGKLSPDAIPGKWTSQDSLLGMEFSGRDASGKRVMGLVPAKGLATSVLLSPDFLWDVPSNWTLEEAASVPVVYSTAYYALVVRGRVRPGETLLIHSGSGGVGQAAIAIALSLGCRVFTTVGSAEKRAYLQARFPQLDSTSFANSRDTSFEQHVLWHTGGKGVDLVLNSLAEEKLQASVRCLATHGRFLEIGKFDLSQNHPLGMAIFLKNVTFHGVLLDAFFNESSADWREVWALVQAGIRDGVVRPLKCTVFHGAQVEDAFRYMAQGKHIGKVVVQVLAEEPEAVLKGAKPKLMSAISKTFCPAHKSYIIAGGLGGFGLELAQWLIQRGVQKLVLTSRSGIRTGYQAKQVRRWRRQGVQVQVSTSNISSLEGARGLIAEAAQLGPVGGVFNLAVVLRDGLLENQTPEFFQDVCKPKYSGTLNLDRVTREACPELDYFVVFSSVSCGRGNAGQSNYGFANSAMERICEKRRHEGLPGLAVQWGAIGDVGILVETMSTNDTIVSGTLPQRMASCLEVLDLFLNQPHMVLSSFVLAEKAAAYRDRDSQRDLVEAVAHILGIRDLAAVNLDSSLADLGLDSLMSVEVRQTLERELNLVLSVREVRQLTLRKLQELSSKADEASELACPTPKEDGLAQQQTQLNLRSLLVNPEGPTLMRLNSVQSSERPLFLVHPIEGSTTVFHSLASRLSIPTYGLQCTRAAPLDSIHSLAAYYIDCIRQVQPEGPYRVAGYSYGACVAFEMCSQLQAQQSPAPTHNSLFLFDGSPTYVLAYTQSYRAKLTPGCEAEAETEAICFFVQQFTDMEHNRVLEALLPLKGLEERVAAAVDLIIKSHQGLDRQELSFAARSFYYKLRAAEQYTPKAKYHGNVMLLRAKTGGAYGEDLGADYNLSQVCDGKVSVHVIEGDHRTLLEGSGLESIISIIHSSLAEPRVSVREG
SKN-1 block: suppressors of acrylamide-induced Pgst-4::GFP reporter in worms, primary screen, SKN-1 inhibitor project, whole organism, uHTS, GFP/RFP fluorescence ratio, strain VP596; C. elegans VP596 Pgst-4::GFP/RFP ratio, 24 h; inhibition, % at 21.8 µM; 360,000 compounds, 0.49% hits; AID 624304, 2012;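 active means interference check ratio from 0.5 to 1.5 plus GFP to RFP signal ratio inhibition reaching or exceeding a fixed threshold, cut at about 30% in these data, passing the limit was not always enough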; further: some compounds called inactive have numbers as strong as hits
NRP1-CendR mod: modulators of CendR peptide binding to NRP-1, primary screen, biochemical, fluorescence polarization, uHTS. Neuropilin-1 (Homo sapiens), O14786. FAM-RPARPAR peptide binding to NRP-1. inhibition, % at 25 µM. 360,000 compounds, 0.85% hits;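 active means inhibition or corrected inhibition above about 18%, plus a signal ratio from 0.5 to 1.5, limit read from the data, passing the limit was not always enough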; further: strong numbers were not always called active
E coli Lon inh: inhibitors of E. coli Lon protease, primary screen, biochemical, fluorescence polarization | purified E. coli Lon protease | AID 602123, 2011 | 360,000 compounds, 0.42% hits | inhibition, % at 7.94 µM | P0A9M0; in the data active means inhibition above about 13%, passing the limit was not always enough;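 further: 0% = enzyme with probe and DMSO and 100% = no enzyme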
Starred values were filed as active, the others as inactive; i = inactive; x = no result given.

no.	Compound	Rin1 Abl inh	MLLE-PAM2 inh	MsrA act	Neddylation inh	MT1-MMP act inh	FAS-TE inh	SKN-1 block	NRP1-CendR mod	E coli Lon inh
1	C[C@@H]1CN([C@H](C)CO)S(=O)(=O)c2ccc(-c3cccc(C#N)c3)cc2O[C@H]1CN(C)C(=O)Nc1cc(F)ccc1F	-1.7	-11.9	-6.7	i	-0.6	9.1	0.8	-15.5	-3.7
2	COc1cc(C)ccc1S(=O)(=O)NC(=O)C1(C)CCN1C(=O)Cc1ccc(Cl)cc1Cl (centres undefined)	-4.6	-7.7	-1.7	i	6.7	-8.0	0.0	2.5	-1.1
3	CCCCCc1c(-c2cccc(Cl)c2)ncn1CCc1ccccc1OC	x	x	-2.3	i	1.9	2.7	8.1	23.3*	-3.0
4	CCCC(=O)NCCSC	1.8	6.6	-3.8	i	7.7	-7.4	8.7	-1.2	-6.7
5	Cc1cc(C)cc(NC(=O)c2cc(S(=O)(=O)NCc3ccco3)ccc2F)c1	0.2	7.1	-1.0	i	0.5	9.9	-0.8	-2.2	-2.0
6	CCOc1cccc(-c2c(C(=O)N/N=C/c3sccc3C)nnn2-c2nonc2N)c1	-5.9	-4.3	-3.9	i	-14.9	14.7	5.5	2.2	4.7
7	COc1ccc(OC)c(C2c3[nH]c4ccccc4c3C[C@H]3C(=O)N(C4CC4)CC(=O)N23)c1 (some centres undefined)	-1.2	1.9	-2.9	i	-0.4	1.7	12.9	-1.5	-1.7
8	CS(=O)(=O)c1ccc(Cl)c(NC(=O)Nc2ccccc2)c1	-2.7	-0.6	-4.0	i	-2.4	-4.1	-10.9	-6.3	-5.0
9	C/C=C(/C)C(=O)O[C@@H]1c2c(ccc3ccc(=O)oc23)O[C@@H]1C(C)(C)OC(=O)/C(C)=C\C	0.3	-2.2	-1.4	i	2.9	27.7	-9.9	-2.5	3.6
10	CC1=NN(c2ccc(N)cc2)C(=O)C1	5.4	22.4	-10.8	i	1.2	-16.5	-35.3	0.3	-6.0
11	Cc1nn(CC(=O)NCC2CCCO2)c(C)c1[N+](=O)[O-] (centres undefined)	1.0	-10.5	-2.7	i	2.4	-10.7	-5.3	18.9	0.1
12	Nc1nc(-c2nc3ccccc3[nH]2)cs1	-2.0	-5.4	-6.3	i	3.3	-5.6	-3.2	-0.1	-2.4
13	O=C(CC1(O)C(=O)N(Cc2cccc3ccccc23)c2ccccc21)c1cccnc1 (centres undefined)	-7.5	-21.2	6.4	i	1.9	3.1	-2.3	-2.8	2.8
14	CC(C)C(N)c1csc(Nc2ccc(S(C)(=O)=O)cc2)n1 (centres undefined)	0.2	22.0	-3.5	i	-1.6	-5.8	3.8	-8.6	-15.4
15	COc1ccc(CCNC(=O)[C@@H](NC(=O)N2CC(=O)Nc3ccccc32)C(C)C)cc1OC	3.4	20.0	-0.1	i	2.4	-5.3	6.6	6.0	0.8
16	CN(C)c1ncnc2[nH]ncc12	-1.9	-8.8	0.4	i	14.9	0.0	25.1	-16.0	-12.9
17	CCC(CO)NC(=O)c1ccccc1C(F)(F)F (centres undefined)	-3.1	13.8	-2.1	i	1.8	-3.8	6.7	3.4	1.0
18	CCCCCCCCCC1(CC(=O)OCC)SCCN1C(N)=O (centres undefined)	-6.1	-1.8	0.9	i	3.8	10.6	2.3	-4.4	7.7
19	O=C(N/N=C/c1ccc(OC(F)F)cc1)c1cc[n+]([O-])cc1	4.0	10.3	-15.5	i	2.7	-0.2	-8.1	2.1	-4.6
20	CCCCN1C(=O)C(O)(c2ccccc2)c2cc(Br)ccc21 (centres undefined)	2.1	-5.2	-2.4	i	-0.6	9.6	2.3	12.7	7.5
21	CCOC(=O)N1CCN(C(=O)c2cn(CC(C)C)c(=O)c3c2c2ccccc2n3C)CC1	-1.5	7.3	-1.2	i	0.1	-3.5	-7.1	-13.7	-0.7
22	COc1ccc(S(=O)(=O)N2CCOC2CNC(=O)C(=O)NCc2ccco2)cc1C (centres undefined)	-2.4	0.6	5.2	i	-1.3	0.3	-2.4	-8.0	-9.2
23	Cc1cccc(C(=O)Nc2ccc(NC(=O)c3ccccc3)cc2)c1	0.8	-4.1	-1.6	i	5.0	6.7	5.4	-9.3	-7.5
24	COc1cc(-c2nnc(-c3ccc(N4CCOCC4)cc3)o2)cc(OC)c1OC	2.9	7.7	-10.9	x	7.9	-5.5	-3.7	-0.4	-6.2
25	COc1ccccc1NC(=O)CSc1nnc(COc2ccc(Cl)cc2)o1	2.6	-9.1	-1.3	i	-1.7	9.3	33.7	18.6	-4.1
26	O=C(Nc1cccc2ccccc12)N1CCN(c2ccccc2)CC1	-1.1	13.5	-8.8	i	1.9	-2.7	26.9	-1.8	2.9
27	CCOc1ccc(N(CC(=O)NC2CCCC2)C(=O)CSc2nnc(COc3ccccc3)o2)cc1	1.1	3.8	1.8	i	-5.7	16.5	6.9	2.0	0.7
28	COc1ccc(/C=N/NC(=O)c2ccc(N)cc2)cc1Cn1cc([N+](=O)[O-])cn1	0.4	0.9	-7.4	i	-3.4	17.3	2.2	0.4	1.0
29	O=C(O)c1cccc(N/N=C/c2cccnc2)c1	1.7	23.2	-6.3	i	-2.1	-9.4	-11.6	-16.5	9.4
30	CCc1cc(C(=O)N2CCCC(CO)(Cc3ccc(F)cc3)C2)n(C)n1 (centres undefined)	-4.2	-8.0	0.2	i	-1.4	-5.6	2.9	-4.4	14.1
31	COc1ccc(C#Cc2cccc(-c3nc(C(=O)NCCCN4CCOCC4)cc4c3[C@H](CCO)N(S(=O)C(C)(C)C)C4)c2)cc1OC (some centres undefined)	1.3	-3.3	-2.3	i	6.8	-4.0	-3.5	-2.2	-8.7
32	C/C(=N\NC(=S)Nc1cccc(C)c1)c1cc2ccccc2o1	0.1	43.0*	0.5	i	4.7	23.0	-6.9	3.2	-2.3
33	CN(CC(=O)Nc1c(Cl)cccc1Cl)C(=O)CNC(=O)c1ccc2c(c1)OCO2	-1.1	0.3	-6.0	i	2.4	-1.8	-9.0	5.2	-15.3
34	COc1ccc(/C=C/C(=O)OCC(=O)NCCCc2ccccc2)cc1OC	0.5	4.8	-2.9	i	-1.6	6.7	-7.9	-12.3	-24.0
35	COc1ccc(S(=O)(=O)N2CCC[C@H]2C(=O)N2CCC[C@H]2C(=O)NCc2ccncc2)cc1C	x	x	-2.0	i	4.9	-12.5	8.4	11.1	-13.4
36	COc1ccc(C(C)=O)cc1COC(=O)C1CC(=O)N(Cc2ccccc2)C1 (centres undefined)	1.9	-15.9	-1.8	i	-5.2	-2.2	6.8	8.7	2.2
37	CC(C)(C)c1nnc2sc(SCC(=O)N3CCCc4ccccc43)nn2c1=O	-3.6	20.7	-5.5	i	-9.0	22.9	-15.1	-7.9	-5.2
38	Cc1c(NC(=O)COc2cccc(Cl)c2Cl)c(=O)n(-c2ccccc2)n1C	2.1	-14.8	-3.0	i	-0.5	-5.2	-11.1	-3.7	-11.5
39	Cc1ccc(C)c(NC(=O)COC(=O)c2ccc3c(c2)OCO3)c1	-2.8	3.8	-2.9	i	-3.8	2.4	7.0	2.8	-6.2
40	CC1(C)CC2CC(C)(CN2C(=O)COC(=O)c2cccnc2Cl)C1 (centres undefined)	4.1	8.1	-0.4	i	-1.1	1.6	1.7	8.5	-8.4
41	COn1c(-c2ccccc2)nc2ccc(Cl)cc21	-5.3	-13.1	-7.0	i	1.3	-3.9	-1.8	-7.1	-3.0
42	COc1ccc(-c2oc3ccc(N4CCOCC4)cc3c2/C=C/c2ccc(OC)c(OC)c2)cc1	3.9	-16.4	-13.6	x	-0.5	15.0	18.4	12.6	0.1
43	Cc1cc(Br)ccc1SCC(=O)Nc1cccnc1	-1.9	9.7	-2.3	i	-2.8	3.2	0.8	0.9	-6.9
44	CCN(c1ccccc1)S(=O)(=O)c1ccc(NC(=S)NC(=O)c2cccs2)cc1	3.8	23.9	2.8	i	-5.1	22.2	14.3	16.6	-0.2
45	Cc1cc(C)n(-c2nc(NCC(C)O)c3c4c(sc3n2)CCCC4)n1 (centres undefined)	0.4	5.2	-3.3	i	7.3	-1.4	5.5	-8.5	6.4
46	CCc1ccccc1NC(=O)Nc1ccon1	-0.9	7.6	-7.8	i	3.7	-5.0	-9.8	6.3	-0.5
47	CCc1ccccc1N(C(=O)CCC(=O)Nc1cc(C)on1)C(C(=O)NC1CCCC1)c1ccco1 (centres undefined)	-1.8	-9.9	-0.9	i	-12.0	-1.0	-20.4	3.7	-5.6
48	COc1ccc(SCC(=O)Nc2ccccc2Cl)cc1	3.9	2.4	-2.5	i	-2.1	3.0	6.2	15.0	1.8
49	CCOc1ccc(C2C(C(=O)O)c3ccccc3C(=O)N2CCN2CCOCC2)cc1 (centres undefined)	0.7	-7.7	-4.2	i	-10.5	-1.7	8.5	-13.9	-9.8
50	CCOCCCn1c(SCC(=O)Nc2cccc(OC)c2)nc2ccccc2c1=O	1.5	9.9	0.0	i	3.4	15.8	3.7	8.9	2.4
51	Fc1cccc(CNc2ncnc3ccc(-c4ccc5c(c4)OCO5)cc23)c1	1.2	-4.1	3.1	x	1.0	19.4	15.7	0.9	6.4
